NR3A LBD binder: NR3A (human) ligand-binding domain modulation; AID 1259313; NR3A LBD differential scanning fluorimetry, Tm shift; 0% = protein alone, 100% = glycine-bound protein; 340,000 tested, 2.5% active; Tm shift relative to glycine control, % at 25 µM;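 active = melting temperature shift of at least 10% of the positive control shift, at one fixed dose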
EBI2 block: EBI2 (human) antagonism; P32249; EBI2 beta-arrestin recruitment, luminescence, 7a,25-OHC stimulated; inhibition, % at 5 µM; 360,000 tested, 0.81% active; in the data active = inhibition above about 38%;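 also: enzyme fragment complementation signal reports receptor beta-arrestin coupling in cells; 0% = agonist plus DMSO wells and 100% = wells without agonist; some results beyond the cut were filed as inactive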
CCR6 antagonist: CCR6 (human) receptor antagonism; P51684; 340,000 tested, 0.49% active; CHO-K1 CCR6 PathHunter beta-arrestin, luminescence, CCL20-stimulated; inhibition, % at 20 µM;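 active = compounds whose inhibition of the agonist-driven luminescence signal at 20 µM reaches about 50%, limit read from the data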;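 also: cells stimulated with CCL20 at 14 nM final; plate controls were DMSO with CCL20 for no effect and DMSO without agonist for full effect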
Target sequence (P51684 whole entry, looked up): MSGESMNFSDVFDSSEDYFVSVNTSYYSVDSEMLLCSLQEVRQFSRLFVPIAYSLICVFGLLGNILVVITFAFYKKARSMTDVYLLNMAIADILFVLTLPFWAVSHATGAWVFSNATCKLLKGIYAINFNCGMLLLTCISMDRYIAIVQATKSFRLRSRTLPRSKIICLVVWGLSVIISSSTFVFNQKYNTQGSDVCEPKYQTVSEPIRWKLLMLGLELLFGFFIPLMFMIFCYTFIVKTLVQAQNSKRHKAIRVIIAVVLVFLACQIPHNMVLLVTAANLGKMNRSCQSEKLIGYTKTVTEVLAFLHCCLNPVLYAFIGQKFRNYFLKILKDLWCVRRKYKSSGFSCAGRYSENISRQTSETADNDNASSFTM
CXCR6 block: inhibitors of human CXCR6 receptor | inhibition, % at 20 µM | O00574 | CHO-K1 PathHunter CXCR6 beta-arrestin, luminescence | AID 602244 | 360,000 tested, 0.36% active; in the data active = inhibition above about 34%, passing the limit was not always enough;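 also: antagonist mode with CXCL16 agonist at 10 nM final; 0% = 10 nM CXCL16 with DMSO and 100% = unstimulated wells without agonist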
Target sequence (O00574 whole entry, looked up): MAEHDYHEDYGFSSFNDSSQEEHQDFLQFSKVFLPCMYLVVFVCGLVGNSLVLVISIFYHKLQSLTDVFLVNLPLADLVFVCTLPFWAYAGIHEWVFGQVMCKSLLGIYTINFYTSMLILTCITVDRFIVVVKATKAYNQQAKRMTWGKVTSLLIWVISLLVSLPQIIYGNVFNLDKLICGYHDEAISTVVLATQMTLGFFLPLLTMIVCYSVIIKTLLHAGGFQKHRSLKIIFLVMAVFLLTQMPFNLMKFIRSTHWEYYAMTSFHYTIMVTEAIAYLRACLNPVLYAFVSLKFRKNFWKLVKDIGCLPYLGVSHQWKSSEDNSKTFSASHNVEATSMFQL
Gli-Sufu block: Gli-Sufu pathway antagonism | Sufu-KO-LIGHT fibroblasts, Gli luciferase reporter luminescence | inhibition, % at 5 µM | 340,000 tested, 0.74% active | AID 588413;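 active = inhibition above about 55%, limit read from the data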;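 also: 0% = DMSO-treated cells and 100% = wells with medium but no cells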
MPTP inh: blocks calcium-induced mitochondrial swelling; isolated mouse mitochondria, Ca2+ swelling absorbance, 30 min; inhibition, % at 10 µM; 360,000 tested, 1.4% active; AID 602449;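 active = inhibition of 50% or more, scaled per plate between neutral and stimulator controls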;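 also: 0% = DMSO wells given calcium and 100% = 1 mM EGTA wells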
APOBEC3G inh: inhibitors of human APOBEC3G DNA deaminase; recombinant A3G, ssDNA deamination FAM/TAMRA fluorescence; AID 493012; Q9HC16; inhibition, % at 20 µM; 330,000 tested, 0.28% active;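 active = inhibition of at least 40% at 20 µM, with no more than 30% in the related APOBEC3A deaminase screen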;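 also: plate controls were DMSO wells with A3G for no effect and wells lacking A3G enzyme for full effect; some compounds called inactive have numbers as strong as hits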
A3A deaminase: inhibitors of human APOBEC3A DNA deaminase; recombinant A3A, FAM/TAMRA ssDNA deamination fluorescence; 330,000 tested, 0.41% active; P31941; inhibition, % at 20 µM;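 active = at least 40% inhibition at 20 µM here, with at most 30% in a related deaminase screen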;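 also: plate controls were A3A with DMSO for no effect and wells lacking A3A enzyme for full effect; some results filed as inactive read as strong as hits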
Target sequence (P31941 whole entry, looked up): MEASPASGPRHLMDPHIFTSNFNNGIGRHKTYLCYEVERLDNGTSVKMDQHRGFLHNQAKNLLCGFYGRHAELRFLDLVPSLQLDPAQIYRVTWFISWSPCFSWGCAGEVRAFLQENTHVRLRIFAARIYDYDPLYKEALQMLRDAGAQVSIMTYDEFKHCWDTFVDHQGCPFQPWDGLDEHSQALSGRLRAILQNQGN
The depositor's hits bear a star; / = no result given.

SMILES	NR3A LBD binder	EBI2 block	CCR6 antagonist	CXCR6 block	Gli-Sufu block	MPTP inh	APOBEC3G inh	A3A deaminase
COc1ccc(CNC(=O)CN(C(=O)c2csnn2)c2cccc(F)c2)cc1	-2	3	2	-2	17	-0.9	-12	-2
CCOC(=O)Cn1c(=O)c(-c2cc(Br)ccc2N)nc2ccccc21	-2	-3	10	14	4	1.9	-8	2
COCCNC(=O)C1CC2Cn3c(nc4ccccc43)C2N1C (centres undefined)	0	-16	7	4	13	1.0	4	4
O=C(C1CCN(S(=O)(=O)c2cnc[nH]2)CC1)N(CCc1ccccc1)Cc1ccccc1	3	0	-1	7	-8	-1.9	-15	0
COc1ccc(/C=N/N2C(=O)CSC2=S)cc1	2	-9	9	-8	3	-1.3	-1	7
CC(=O)c1ccc(NC(=S)N2CCCC2)cc1	0	3	-2	2	-10	2.7	-2	-2
CCOC(=O)c1cc2c(=O)n3ccccc3nc2n(C(C)C)c1=NC(=O)c1ccncc1	2	-6	1	1	20	-0.6	4	3
Cc1noc(/C=C/N(C)C)c1S(=O)(=O)N1CCCC(C(=O)NC(C)c2ccccc2)C1 (centres undefined)	-2	7	-8	3	15	-1.2	-8	-3
CCOc1ccccc1Nc1nnc(SCC(=O)N2CCCC2)s1	-2	-1	-11	-4	2	1.3	0	3
COc1ccc(S(=O)(=O)NNC(=O)c2csc(-n3nc(C)cc3C(F)(F)F)n2)cc1OC	1	-3	22	-1	-2	-2.0	-9	-2
Cc1cc(=O)[nH]c(SCC(=O)N2CCN(S(=O)(=O)c3ccccc3)C2)n1	1	2	-23	-4	-8	-1.9	1	-1
CC(C)C1C(C#N)=C(N)Oc2n[nH]c(-c3cccs3)c21 (centres undefined)	-1	9	1	-11	8	3.8	-3	0
Fc1ccc(NCc2nnc(SCc3ccccc3)o2)cc1	0	8	1	-2	-1	-0.1	-4	-1
COc1ccc(-c2nc(SCC(=O)NCc3ccco3)c(-c3ccccc3)[nH]2)cc1OC	-1	4	7	5	11	0.5	-3	-2
Cc1cc(C)nc(NC(=O)c2c(-c3ccccc3Cl)noc2C)c1	1	-2	1	-2	-1	-0.6	1	0
COc1ccc(NC(=O)C2CCCN(S(=O)(=O)c3ccc4c(c3)oc(=O)n4C)C2)cc1OC (centres undefined)	0	-9	-1	4	6	-1.0	-6	-2
O=C(NC12CC3CC(CC(C3)C1)C2)c1cccc(OC(F)F)c1	1	-5	11	-14	-4	-0.6	-5	-3
CCc1nn(CC(=O)N2CCN(CC)CC2)c(=O)c2cccn12	0	-14	13	-3	12	-0.4	2	0
CCCCCC(=O)NC(CC(=O)OC)c1ccc2c(c1)OCO2 (centres undefined)	1	3	5	-5	25	-1.7	1	3
Cc1nn(CCOc2ccccc2)c(=O)n1-c1ccc(Cl)cc1	1	2	-9	6	-19	-1.3	-4	-2
CC1Oc2ccccc2C=C1/C=N/Nc1ccc(C(=O)O)cc1 (centres undefined)	-9	-4	6	3	-104	1.1	3	-8
O=C(Cn1c(C(=O)OCCO)cc2ccccc21)c1ccccc1	-2	10	19	6	6	0.6	-8	-2
CCCCN1CC[C@H]2C=CC[C@@H](C(=O)Nc3nccs3)[C@H]2C1=O	0	4	2	2	-2	-1.2	-6	-5
COc1ccc(-n2c(=S)[nH]c(=O)c3cccnc32)cc1	0	-2	1	-12	0	2.7	-10	0

Six compounds already listed, sorted by molar mass, smallest number first.
SMILES	NR3A LBD binder	EBI2 block	CCR6 antagonist	CXCR6 block	Gli-Sufu block	MPTP inh	APOBEC3G inh	A3A deaminase
CCc1nn(CC(=O)N2CCN(CC)CC2)c(=O)c2cccn12	0	-14	13	-3	12	-0.4	2	0
O=C(Cn1c(C(=O)OCCO)cc2ccccc21)c1ccccc1	-2	10	19	6	6	0.6	-8	-2
Cc1nn(CCOc2ccccc2)c(=O)n1-c1ccc(Cl)cc1	1	2	-9	6	-19	-1.3	-4	-2
CCCCN1CC[C@H]2C=CC[C@@H](C(=O)Nc3nccs3)[C@H]2C1=O	0	4	2	2	-2	-1.2	-6	-5
COc1ccc(-c2nc(SCC(=O)NCc3ccco3)c(-c3ccccc3)[nH]2)cc1OC	-1	4	7	5	11	0.5	-3	-2
COc1ccc(NC(=O)C2CCCN(S(=O)(=O)c3ccc4c(c3)oc(=O)n4C)C2)cc1OC (centres undefined)	0	-9	-1	4	6	-1.0	-6	-2

Additional entries follow.
SMILES	NR3A LBD binder	EBI2 block	CCR6 antagonist	CXCR6 block	Gli-Sufu block	MPTP inh	APOBEC3G inh	A3A deaminase
Cc1nn(-c2ccccc2)c(N2CCCC2)c1/C=C1\N=C(c2ccc(F)cc2)OC1=O	-1	22	19	4	-8	-0.3	-7	-2
N#CCCN(C(=O)COC(=O)c1ccc(S(=O)(=O)Nc2ccccc2)cc1)c1ccccc1	2	6	3	-2	6	3.6	4	-4
COCCNC(=O)CN(C(=O)CCC(=O)Nc1ccccn1)c1ccc(C)c(C)c1	-1	-6	8	-3	1	0.7	-5	-8
Cc1cccc2nc(CSc3nc4ccccc4o3)cn12	-1	0	6	3	-3	-0.9	-9	3
Cc1nc(SCC(=O)NC2CCS(=O)(=O)C2)c2c3c(sc2n1)CCC3 (centres undefined)	3	-16	2	4	9	0.2	-4	0
O=S(=O)(NC1CC1)c1ccc(S(=O)(=O)N2CCc3ccccc32)cc1	-8	1	16	1	16	5.3	-6	-3
Cc1nc2ccccc2c(=O)n1-c1ccc(F)c(NS(=O)(=O)c2ccccc2F)c1	1	-6	3	2	-4	-2.1	-11	-3
O=C(COc1ccc(S(=O)(=O)Nc2cccc(C(F)(F)F)c2)cc1)N1CCOCC1	-1	-2	5	-1	12	0.2	-5	-1
Cc1ccc(NC(=O)CCN2C(=O)c3cccc4cccc(c34)C2=O)cc1	5	-3	9	-4	20	2.1	8	1
CCOc1ccccc1NC(=O)C1CCCN1C(=O)OCc1ccccc1 (centres undefined)	-1	5	16	-2	-4	-4.0	0	2
CC(C)NC(=O)CSc1nc2ccccc2n1-c1ccccc1	-2	3	6	2	-7	-0.2	7	3
CC(C)(C)C(=O)Cn1c(=N)n(Cc2ccccc2Cl)c2ccccc21	-1	28	18	2	5	56*	-4	-1
CCOc1ccc2nc(NC(=O)/C=C/c3ccc4c(c3)OCO4)sc2c1	35*	-11	-10	-10	1	1.3	-7	-4
C/C(=N\NC(=O)CSc1nc2ccccc2c(=O)n1-c1ccccc1C)c1cccs1	-2	10	4	5	6	-11	-1	1
O=C(CSc1nnc(SCc2cccc3ccccc23)s1)Nc1ccc(C(=O)O)cc1	-19	-1	13	-4	6	0.8	-2	3
COC(=O)c1sccc1NC(=O)Nc1cccc([N+](=O)[O-])c1	0	8	-2	1	4	24	-9	-1
CCOC(=O)C1CCCN(S(=O)(=O)c2c(C)[nH]c(C)c2C(=O)N2CCCC2)C1 (centres undefined)	1	-9	11	2	3	0.1	-3	-3
Nc1cccc(C(=O)Nc2ccco2)c1	-1	0	-9	1	-10	1.0	-6	1
CCS(=O)(=O)Nc1ccc2c(c1)OCO2	-1	-12	5	1	-7	0.1	-5	1
CCOc1ccc(OCc2ccc(C(=O)N3N=C(C(F)F)CC3(O)C(F)F)o2)cc1 (centres undefined)	-9	3	-5	8	-16	-0.9	-8	-3
CCOc1ccccc1/C=N/NC(=O)CNC(=O)COc1ccccc1	0	10	2	5	5	1.1	-8	0
O=C(CSc1ccc(-c2ccncc2)nn1)N1CCCC1	-1	1	3	-6	-11	-0.7	-1	2
COc1ccc2c(c1)C(=O)N(c1ccccc1)C(=O)C2	2	2	3	-6	9	-1.7	6	1
O=C(COC(=O)c1cccnc1Cl)Nc1ccc(S(=O)(=O)N2CCOCC2)cc1	1	-5	2	0	5	-1.0	13	2

Reprinted from the part before: 2 compounds, followed by the next part.
SMILES	NR3A LBD binder	EBI2 block	CCR6 antagonist	CXCR6 block	Gli-Sufu block	MPTP inh	APOBEC3G inh	A3A deaminase
COc1ccc2c(c1)C(=O)N(c1ccccc1)C(=O)C2	2	2	3	-6	9	-1.7	6	1
O=C(COC(=O)c1cccnc1Cl)Nc1ccc(S(=O)(=O)N2CCOCC2)cc1	1	-5	2	0	5	-1.0	13	2
Oc1c(CN2CCOCC2)ccc(CN2CCOCC2)c1O	1	-4	1	-8	2	-0.6	/	/
CC(=O)C[C@@H](O)CC(=O)[C@@H]1OC(=O)[C@@H](C)C/C=C\Cc2ccccc21	1	4	-6	1	-19	0.2	-5	-4
CC(=O)Nc1ccc(Nc2nc(C(F)(F)F)nc3c2nnn3Cc2ccccc2Cl)cc1	13*	13	12	-6	10	1.0	-4	-3
CCCCn1c(N)c(N(CCOC)C(=O)COC(=O)c2cc(CC)c(C)s2)c(=O)[nH]c1=O	0	-3	-1	-1	-16	-1.7	-8	0
NS(=O)(=O)c1ccc(Nc2nc(-c3cccnc3)cs2)cc1	0	0	1	-11	3	0.2	-7	-6
CC(C)NS(=O)(=O)c1ccc(OCC(=O)Nc2ccc3c(c2)OCO3)c(Cl)c1	-3	1	13	1	7	0.9	-5	-2
N=c1scc(-c2ccccc2)n1/N=C/c1ccco1	2	-3	12	-9	-9	2.2	-4	-3
CNC(=S)NNC(=O)c1cccs1	2	-4	2	3	2	1.6	2	0
CCCNC(=O)c1cc(-c2ccccc2)c(N2CCCCC2)s1	7	13	-7	1	-3	14	-7	0
O=C(Nc1cccnc1)c1cccnc1Cl	0	1	6	1	3	0.9	-8	-3
Cn1c(=O)c2[nH]c(N=NN3CCCCC3)nc2n(C)c1=O	6	2	2	-13	8	-1.4	/	/
OC(CNCc1ccco1)COc1ccccc1 (centres undefined)	-2	-3	16	2	25	-0.7	/	/
O=C1CN2Cc3c(ccc(Cl)c3Cl)N=C2N1	-1	/	5	/	-4	/	-4	1
COc1ccccc1CNC(=O)CCC1N=C2c3ccccc3N=C(SCC(=O)NCC3CCCO3)N2C1=O (centres undefined)	0	-11	3	5	31	-2.3	-4	-3
O=[N+]([O-])c1ccc(N2CCN(c3ccccc3)CC2)cc1	-3	-4	16	-2	-8	-0.6	-3	-5
Cc1cccc(OC(C)C(=O)Nc2ccc3c(c2)OCCO3)c1 (centres undefined)	-9	-3	1	-1	-19	-0.9	/	/
COCCCN1C(=O)C(=O)/C(=C(/O)c2ccc(S(=O)(=O)N3CCCCC3)cc2)C1c1ccc(O)cc1 (centres undefined)	-2	6	16	13	-5	-1.0	3	-3
COCCNC(=O)/C(C#N)=C/c1ccc(C(=O)O)cc1	-4	2	-19	21	-5	-1.5	-6	1
CCN(CC(=O)N1CCCCC1)S(=O)(=O)c1ccccc1	-1	-2	1	2	0	-0.8	-4	0
O=C(Nc1c2c(nn1-c1ccc(F)cc1)CS(=O)C2)c1ccco1 (centres undefined)	1	-12	11	5	1	-0.9	-10	-1
CCOC(=O)c1ccc(NC(=O)CSc2nnc(C3CCCCC3)n2C)cc1	1	-1	15	-10	-12	0.7	-3	-4
